Screening results (PubChem)
S3 lipid droplet – qHTS Assay for Lipid Storage Modulators in Drosophila S3 Cells. Drosophila S3 cells, BODIPY lipid droplet fluorescence, 18-24 h; cells fed with added oleic acid. Potency in µM for hits, for the others lipid storage change, negative = inhibition, % at the top dose, mostly 46.1 µM. actives 0.64% (n = 320,000); active = well fitted inhibition curve with a large enough effect in the signal ratio, with a control signal flat, not every such curve was filed as active; inconclusive = small, poorly fitted or top-dose-only effect, or effect the other way, or a change in a side signal; the % refers to the signal ratio
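Drosophila S3 cells loaded with oleic acid (400 uM, as added) and compounds at several concentrations; lipid droplets imaged by 488-nm laser-scanning cytometry, 500–530 nm intensity and object ratio to cell channel. Percent activity normalized to 20 uM Triacsin C.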
S3 lipid droplet cell count max – second read-out of S3 lipid droplet, no call of its own (marks repeat the call); cell number change, %; measured here: cell count max response;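 cells counted by Cell Tracker Red CMTPX staining in the red channel; peak over a dose series mostly up to 46.1 µM; percent activity relative to internal control wells on each plate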
An asterisk follows results filed as active; i = inactive; ? = inconclusive; · = no result given. % is set by controls: 0 for no effect and ±100 for the full control effect; potency is the fitted concentration of half-maximal effect.

SMILES | S3 lipid droplet | S3 lipid droplet cell count max
Cc1cccc(C)c1NC(=O)CN(C)C(=O)Cc1cccc(C(F)(F)F)c1 | ? | ·
CCN1CCN(c2ncnc3sc(C(=O)Nc4ccccc4F)c(C)c23)CC1 | 18.7% | -4.5
COc1cc(OC)cc(C(=O)NCc2ccc(-n3cccc3)cc2)c1 | i | ·
COc1ccc(NC(=O)CSc2nnc(NC(=O)C3CCC3)s2)c(OC)c1 | ? | ·
Cc1cccc(N(C)S(=O)(=O)c2nnc(NC(=O)C3CCCCC3)s2)c1 | 9.6% | -12.2
CCOC(=O)c1cn(Cc2ccc(C)cc2)c2cc(F)ccc2c1=O | 0.8% | -3.4
Cc1ccc(NC(=O)C(Cc2ccccc2)N2C(=O)C3C4CCC(C4)C3C2=O)cc1Cl (centres undefined) | ? | ·
Cc1nn(C)c(C)c1NC(=O)CCCSc1nc(-c2ccco2)cc(C(F)(F)F)n1 | ? | ·
COC(=O)c1ccc(C(=O)OC)c(NC(=O)N2c3ccccc3Sc3ccccc32)c1 | ? | ·
COc1ccccc1C1C=C(c2ccc(C)cc2)Nc2nnnn21 (centres undefined) | ? | ·
CN(C)S(=O)(=O)c1ccc(C(=O)Nc2ccccc2SCCC#N)cc1 | -1.4% | 3.0
CCn1c(SCC(=O)c2c[nH]c3ccccc23)nc2cc(S(=O)(=O)N3CCOCC3)ccc21 | ? | ·
O=C(c1ccc(Cl)cc1)c1cc(-c2ccccn2)c(N2CCOCC2)s1 | 3.2% | 3.3
COCCCNC(=O)Nc1ccc2c(c1)N(C)C(=O)CS2 | ? | ·
COc1cc(C2c3cc4c(cc3C(OC3OC5COC(c6cccs6)OC5C(O)C3O)C3COC(=O)C23)OCO4)cc(OC)c1O (centres undefined) | ? | ·
CCOc1ccc(-c2ccc(NS(=O)(=O)c3cc([N+](=O)[O-])c(C)c([N+](=O)[O-])c3)cc2)nn1 | 23.1µM* | -5.4*
Cc1ccc(C(=O)N/C(=C\c2cccs2)C(=O)NCc2cccnc2)cc1 | 15.8% | 10.4
FC(F)(F)c1cc(-c2cccs2)nc2cc(-c3ccccc3)nn12 | 16.2% | -8.0
Cc1ccc(NC(=O)C/C(N)=N/OC(=O)Nc2cccc(C)c2)cc1 | ? | ·
CCN(C(=O)c1ccnc(C(C)(C)C)c1)c1ccccc1 | -5.6% | -9.8
Cc1ccc2nc(-c3ccncc3)cc(C(=O)Nc3ccc4c(c3)OCCO4)c2c1 | ? | ·
O=C(Nc1ccc(N2CCN(C(=O)c3ccco3)CC2)cc1)c1cccc(F)c1 | ? | ·
COc1ccccc1Nc1ncnc2c1oc1ccccc12 | ? | ·
CCOC(=O)C(C)n1nc(C)c2sc3ccccc3c2c1=O (centres undefined) | ? | ·
NC(=O)c1ccccc1NC(=O)C1CCCO1 (centres undefined) | ? | ·
COc1ccc(C(=O)C[n+]2cccc(Br)c2)cc1 | -14.5% | 0.0
CCOc1ccc(OCCn2nnc3ccccc3c2=O)cc1 | 8.8% | 18.2
CC1=C[C@H]2Cc3cc(C)cc(C)c3S(=O)(=O)[C@@H]2C=C1 | ? | ·
CCOC(=O)C1(CC2CC2)CCN(Cc2cn[nH]c2-c2ccccc2)CC1 | ? | ·
Cc1nc(N2CCN(Cc3nc4ccccc4[nH]3)CC2)c2oc3ccccc3c2n1 | ? | ·
COc1ccc(CCN(Cc2ccccn2)C(=S)Nc2ccc(C)cc2)cc1OC | ? | ·
C(=N\Nc1nccc(-c2cccnc2)n1)/c1ccccc1 | -7.2% | -15.4
CC1=C(C(=O)Nc2ccc(C)cc2)C(c2cccs2)NC(=S)N1 (centres undefined) | 13.1% | 14.1
CCn1c(CN2CCN(c3ccc(Cl)cc3)CC2)nc2ccccc21 | -3.6% | -25.6
CCCCCCCCn1c2c(c(=N)c3c1CCC3)CCCC2 | ? | ·
CCCc1ccc(OCc2ccc(C(=O)OC)o2)c(OC)c1 | i | -22.5
CCOc1ccccc1N1CCN(C(=O)c2ccc(NS(=O)(=O)c3ccc4[nH]c(=O)[nH]c4c3)cc2)CC1 | 4.4% | 8.1
COC(=O)CCNC(=O)c1nn(Cc2ccccc2)c(=O)c2ccccc12 | -5.4% | 15.8
O=Cc1cnc(N2CCOCC2)nc1 | 3.5% | 6.4
CCC(CC)c1nnc(NC(=O)CCCN2C(=O)c3ccccc3C2=O)s1 | ? | ·
CCOc1ccc(NC(=O)NCc2ccccn2)cc1 | ? | ·
Cc1csc(NC(=O)c2cnccn2)n1 | ? | ·
COc1ccc(CC(=O)NC(C)c2nnc(SCC(=O)c3ccc(Br)cc3)n2C)cc1 (centres undefined) | ? | ·
CCCn1c(=O)c2sccc2n2c(CCCC(=O)NCc3cccnc3)nnc12 | ? | ·
O=C(COC(=O)CNC(=O)C12CC3CC(CC(C3)C1)C2)NC1CCS(=O)(=O)C1 (centres undefined) | -4.4% | -9.6
O=C(O)c1ccc(COc2ccccc2/C=C2\NC(=O)N(Cc3ccccc3F)C2=O)cc1 | ? | ·
CCC(=O)CCC(=O)c1ccc2ccccc2c1 | ? | ·
Cc1ccccc1CN(CC(=O)Nc1cccc([N+](=O)[O-])c1)S(=O)(=O)c1ccc(Cl)cc1 | -4.7% | -2.5
CSCC[C@H](NC(=O)Nc1ccc(Oc2ccccc2)cc1)C(=O)O | 4.4% | 9.2
CCN(CC)CCOC(=O)c1ccc(NC(=O)CNC(=O)C2CCCCC2)cc1 | ? | ·
CSc1ccccc1C(=O)NCCOc1ccccc1C | 17.4% | 9.8
N#Cc1c(SCC(=O)O)nc(-c2ccccc2)c2c1CCCC2 | ? | ·
CC(Oc1cccc(Cl)c1)C(=O)Nc1ccc(S(=O)(=O)N(C)C2CCN(C)CC2)cc1 (centres undefined) | ? | ·
O=C(Nc1nnc(SCc2cccc3ccccc23)s1)C1COc2ccccc2O1 (centres undefined) | 12.0% | 1.4
Nc1ccc2nn(-c3cc([N+](=O)[O-])ccc3O)nc2c1 | ? | ·
O=C(CSc1nnc(-c2cccnc2)o1)Nc1ccccn1 | 6.1% | -4.0
Cc1oc(/C=N/NS(=O)(=O)c2ccccc2)cc1Br | ? | ·
CN(C)CCCN(Cc1ccc2c(c1)OCO2)C(=O)NC1CCCCC1 | 7.0% | 4.7
NC(=O)NOCc1c(F)cccc1Cl | 8.9% | 18.1
Cc1cccc(-n2cc(CN3CCCN(C=O)CC3)c(-c3cccc(F)c3)n2)c1 | -3.6% | -4.4
(next part)
SMILES | S3 lipid droplet | S3 lipid droplet cell count max
CCn1c(=O)cc(SCC(=O)Nc2ccc3c(c2)OCO3)c2ccccc21 | ? | ·
O=C(NCc1ccc(F)cc1)C(=O)NCC1OCCN1C(=O)c1ccc(Cl)cc1 (centres undefined) | ? | ·
CCCCCC1(C(=O)OCC)CC(CSC(=N)N)OC1=O (centres undefined) | -4.4% | 0.5
COc1cccc(-c2noc(N)c2C#N)c1 | ? | ·
COc1cc(O)c(C(C)=O)c(CC(=O)O)c1 | -4.0% | 8.5
Cc1cccc(CSc2nc3ccccc3c(=O)n2C)c1 | ? | ·
Cc1nnc(NC(=O)c2cccc(NC(=O)C(C)C)c2)s1 | ? | ·
CCCCn1c(N)c(N(CCC(C)C)C(=O)CCN2C(=O)C3CC=CCC3C2=O)c(=O)[nH]c1=O (centres undefined) | ? | ·
CCCN1C(=O)CN(C2CCCCCC2)C(=O)C1c1ccc(C)cc1 (centres undefined) | -0.4% | 0.9
COc1ccc(NC(=S)NNc2ccc(C(=O)O)cc2)cc1 | i | -7.7
CCOC(=O)c1cccc(NC(=O)N2CCOCC2)c1 | -5.2% | 22.3
Cc1cccc(N2CCN(C(=O)c3ccc(N4CCCC4=O)cc3)CC2C)c1 (centres undefined) | 3.6% | 1.5
O=C(CNC(=O)c1ccccc1F)NCCc1ccc(Cl)cc1Cl | i | 27.4
O=C(O)c1ccccc1Nc1ccnc(Cl)n1 | -3.1% | 4.8
COC(=O)C1=C(C(=O)OC)SC(=C2C(=S)C(C)(C)N(C(=O)C(C)C)c3ccccc32)S1 | ? | ·
Cc1cc2c(c(SCC(=O)NCc3ccc(Cl)cc3)n1)C(=O)OC2 | ? | ·
CCN(c1ccccc1)S(=O)(=O)c1ccc(NC(=S)NC(=O)c2ccc(Br)o2)cc1 | 6.8% | -2.8
CC(NC(=O)CSc1n[nH]c(=O)[nH]c1=O)C1CC2CCC1C2 (centres undefined) | 7.4% | 0.3
COC(=O)c1ccccc1NC(=S)NC(=O)c1ccccc1C | ? | ·
CC(=O)c1ccc([N+](=O)[O-])c(CS(=O)(=O)c2ccc(Cl)cc2)c1 | 13.0% | 12.3
CCCCNC(=S)N1CCn2cccc2C1c1ccc(F)cc1 (centres undefined) | ? | ·
CCOC(=O)C1(C)Oc2cccnc2NC1=O (centres undefined) | -6.3% | -3.7
CC(c1ccccc1)n1cc(C(=O)NCC2COc3ccccc3O2)nn1 (centres undefined) | -7.8% | -9.3
O=C(NCCCn1ccnc1)/C(=C/c1ccco1)NC(=O)c1ccco1 | ? | ·
CC1CCCCN1C(=O)CCC(=O)Nc1nnc(C2CCCCC2)s1 (centres undefined) | i | ·
CCOc1ccc(CN2CCNC(=O)C2CC(=O)OC)cc1 (centres undefined) | ? | ·
NNC(=O)CNc1ccccc1Cl | ? | ·
O=C(CCn1c(=O)[nH]c2ccccc2c1=O)Nc1ccccc1 | -1.9% | 0.6
NS(=O)(=O)c1ccc(CCNC(=O)c2ccc(Cl)cc2[N+](=O)[O-])cc1 | ? | ·
CC1=CC(C)(C)Nc2ccc(OC(=O)C(Cc3ccccc3)N3C(=O)C4CCCCC4C3=O)cc21 (centres undefined) | ? | ·

One compound at a time (already shown):
Results for `CC1=CC(C)(C)Nc2ccc(OC(=O)C(Cc3ccccc3)N3C(=O)C4CCCCC4C3=O)cc21` (centres undefined) = S3 lipid droplet: ?; S3 lipid droplet cell count max: ·
Results for `Cc1cccc(N(C)S(=O)(=O)c2nnc(NC(=O)C3CCCCC3)s2)c1` = S3 lipid droplet: 9.6%; S3 lipid droplet cell count max: -12.2
Results for `COc1cccc(-c2noc(N)c2C#N)c1` = S3 lipid droplet: ?; S3 lipid droplet cell count max: ·

Next section
SMILES | S3 lipid droplet | S3 lipid droplet cell count max
CC1CN(C(=S)SCC(=O)c2ccccc2)CC(C)O1 (centres undefined) | ? | ·
CCCc1nc2c(=O)n(C)c(=O)[nH]c2n1C | ? | ·
N#Cc1cc(C(=O)c2ccccc2O)cn(-c2ccc(Cl)cc2)c1=O | ? | ·
Nc1nc(NCCOCCO)nc(NCC2CCCO2)c1[N+](=O)[O-] (centres undefined) | ? | ·
Cc1ccc(C(=O)C(C)N2C(=O)NC(C)(c3ccccc3)C2=O)cc1 (centres undefined) | ? | ·
O=C(CN(c1ccccc1)S(=O)(=O)c1ccccc1)Nc1ccccc1C(=O)NCc1ccco1 | 3.6% | 26.8
COc1ccc(N2CCN(c3nc(Nc4ccc(F)cc4)nc(OC)n3)CC2)cc1 | 10.9% | -6.0
Cc1ccc(C(=O)OCC(=O)N(CC(C)C)c2c(N)n(Cc3ccccc3)c(=O)[nH]c2=O)o1 | 12.9% | -24.2
O=C(O)c1cc(Cl)c2c(c1)OCO2 | 14.0% | 27.4
COc1ccc(CCNC(=O)CN2C(=O)NC(C)(c3ccc([N+](=O)[O-])cc3)C2=O)cc1 (centres undefined) | ? | ·
CN1CCN(NC(=O)/C=C/c2ccc(C(C)(C)C)cc2)CC1 | ? | ·
CC(=O)c1c(C)nn(CC(O)Cn2c3c(c4cc(C)ccc42)CCCC3=O)c1C (centres undefined) | 10.6% | 10.1
O=C(COc1ccc([N+](=O)[O-])cc1)NN=C1CCCC1 | ? | ·
C=CCNC(=O)c1cc2c(=O)n3cccc(C)c3nc2s1 | -2.1% | 3.1
Cc1ccc(-c2nnn(CC(=O)Nc3ccccc3-c3ccccc3)n2)c(-n2cnnn2)c1 | ? | ·

Of the compounds above, these have a tert-butyl group.
SMILES | S3 lipid droplet | S3 lipid droplet cell count max
CCN(C(=O)c1ccnc(C(C)(C)C)c1)c1ccccc1 | -5.6% | -9.8
CN1CCN(NC(=O)/C=C/c2ccc(C(C)(C)C)cc2)CC1 | ? | ·

Retrieved by structure from the entries so far:
SMILES | S3 lipid droplet | S3 lipid droplet cell count max
N#Cc1cc(C(=O)c2ccccc2O)cn(-c2ccc(Cl)cc2)c1=O | ? | ·
O=C(O)c1cc(Cl)c2c(c1)OCO2 | 14.0% | 27.4
CCCc1nc2c(=O)n(C)c(=O)[nH]c2n1C | ? | ·
CN1CCN(NC(=O)/C=C/c2ccc(C(C)(C)C)cc2)CC1 | ? | ·
Cc1ccc(C(=O)OCC(=O)N(CC(C)C)c2c(N)n(Cc3ccccc3)c(=O)[nH]c2=O)o1 | 12.9% | -24.2
C=CCNC(=O)c1cc2c(=O)n3cccc(C)c3nc2s1 | -2.1% | 3.1

Following part
SMILES | S3 lipid droplet | S3 lipid droplet cell count max
O=c1cc(-c2ccccc2)nc(N2CCCCC2)[nH]1 | 2.6% | -1.0
COc1cc(/C=C/C(=O)OCC(=O)N2c3ccccc3NC(=O)C2(C)C)cc(OC)c1OC | ? | ·
CC(C)C(c1nnnn1C1CCCCC1)N1CCN(c2ncccn2)CC1 (centres undefined) | 6.3% | 6.7
COC(=O)c1ccc(NC(=O)CSc2nnc(-c3cccnc3)o2)cc1 | 19.6% | 13.1
Cc1ccc(S(=O)(=O)NNC(=O)C2Cc3c(ccc4ccccc34)O2)cc1 (centres undefined) | -13.6% | 3.0
O=S(=O)(c1ccc(SCCOc2ccccc2)nc1)N1CCCC1 | -21.5% | -2.8
Cc1cccc(-c2nc(CS(=O)CC(=O)NC3CCCC3)c(C)o2)c1 (centres undefined) | 1.2% | 14.9

Some of the compounds tested; the hit share may differ from the screen's.
